# V-ATPase pH: regulators of yeast V-ATPase proton pumping, primary screen, pHLuorin cytosolic pH fluorescence; S. cerevisiae; response, % at 10 µM; 350,000 tested, 0.37% active; in the data active = response mostly above about 7.3%, no sharp cut-off; inactive = mostly below about 5.4%; also: actives read high; inactives centre near 0; some compounds called inactive have numbers as strong as hits; reference of the scale not given here
# PKA-R1A act: activators of PKA-R1A holoenzyme, primary screen, biochemical, fluorescence polarization, Cy5-IP20, bovine R1A, mouse PKAc | cAMP-dependent protein kinase type I-alpha regulatory subunit (Bos taurus) + … | AID 504707, 2011 | 340,000 tested, 0.083% active | activation, % at 11.4 µM | PKA-R1A dissociation; scaled: DMSO 0%, 113 µM cGMP 100%;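 active = percent activation above the mean of all tested compounds plus 3 SD, cut at about 19% in these data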;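 also: higher means more PKAc released from R1A so a rise in polarization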
# DSG3 Ab inh: inhibitors of pemphigus antibody binding to DSG3, primary screen, biochemical, bead-based, flow cytometry, scFv-GFP | Desmoglein-3 (Homo sapiens), P32926 | DSG3-coupled beads, scFv-anti-DSG3-GFP binding; stronger effect = lower value | binding (percent of control), % at 10 µM | 310,000 tested, 0.48% active | AID 588358, 2011;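 active = binding more than 3 SD below its plate's average and above zero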;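 also: hits lower antibody fragment binding to DSG3; some compounds called inactive have numbers as strong as hits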
# DAGLB inh: DAGLB lipase inhibitors, primary screen, biochemical, fluorescence, HTS. HEK293T DAGLB membrane lysate, EnzChek fluorogenic substrate. Diacylglycerol lipase-beta (Homo sapiens), Q8NCG7. 340,000 tested, 0.059% active. inhibition, % at 5.17 µM; in the data active = inhibition above about 34%;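 also: 0% = enzyme with vehicle and 100% = wells lacking enzyme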
# PKA-R2B act: activators of PKA-R2B holoenzyme, primary screen, biochemical, fluorescence polarization, Cy5-IP20, human; cAMP-dependent protein kinase catalytic subunit beta (Homo sapiens) + cAMP-dependent …; PKA-R2B holoenzyme dissociation; R2B truncated from residue 108, S112A mutant; 0% DMSO only, 100% 113 µM cGMP; activation, % at 11.4 µM; 340,000 tested, 0.079% active; AID 504700, 2011;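 active = activation above a cutoff set at the mean over all compounds plus 3 SD, cut at about 18% in these data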;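 also: higher means more holoenzyme dissociation and a rise in polarization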
# Target sequence (P31323 whole entry, looked up, other chains not shown, the tested form may be a part): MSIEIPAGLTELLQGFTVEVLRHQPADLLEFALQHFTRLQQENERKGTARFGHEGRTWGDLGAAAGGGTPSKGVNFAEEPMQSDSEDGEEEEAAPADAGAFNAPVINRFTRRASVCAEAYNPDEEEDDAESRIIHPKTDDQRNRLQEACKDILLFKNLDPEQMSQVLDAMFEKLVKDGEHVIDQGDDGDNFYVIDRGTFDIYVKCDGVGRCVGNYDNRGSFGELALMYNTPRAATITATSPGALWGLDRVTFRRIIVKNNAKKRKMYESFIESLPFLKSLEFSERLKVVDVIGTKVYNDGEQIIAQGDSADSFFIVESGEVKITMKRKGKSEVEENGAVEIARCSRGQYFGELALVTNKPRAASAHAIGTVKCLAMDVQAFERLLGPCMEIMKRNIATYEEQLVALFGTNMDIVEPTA
# HTR5A inv ag: HTR5A inverse agonists in luminescence cell assay, primary screen, counter-screen for OPRM1-OPRD1 heterodimer inverse agonist project, full-deck HTS; HTR5A cell line, inverse agonism; 340,000 tested, 0.083% active; 5-hydroxytryptamine receptor 5A (Homo sapiens), P47898; inhibition, % at 9.3 µM; in the data active = inhibition mostly above about 23%, no sharp cut-off; inactive = mostly below about 18%;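 also: 0% = cells with DMSO and 100% = no-cell wells with DMSO; some compounds called inactive have numbers as strong as hits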
# Target sequence (P47898 whole entry, looked up): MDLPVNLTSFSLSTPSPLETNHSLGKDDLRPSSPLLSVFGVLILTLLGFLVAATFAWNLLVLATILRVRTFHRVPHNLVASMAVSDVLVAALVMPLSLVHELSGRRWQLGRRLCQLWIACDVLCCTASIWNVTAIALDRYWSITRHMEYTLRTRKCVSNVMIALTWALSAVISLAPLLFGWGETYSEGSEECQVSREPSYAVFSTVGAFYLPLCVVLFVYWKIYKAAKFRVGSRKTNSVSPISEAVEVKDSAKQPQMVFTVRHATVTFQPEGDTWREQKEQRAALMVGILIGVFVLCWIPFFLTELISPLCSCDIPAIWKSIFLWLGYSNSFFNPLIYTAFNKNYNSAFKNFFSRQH
# HTR5A ag ctr: HTR5A agonists in luminescence cell assay, primary screen, counter-screen for OPRM1-OPRD1 heterodimer agonist project, full-deck HTS | 5-hydroxytryptamine receptor 5A (Homo sapiens), P47898 | cell-based | activation, % at 9.3 µM | 340,000 tested, 0.61% active | AID 504692, 2011; in the data active = activation mostly above about 9.5%, no sharp cut-off; inactive = mostly below about 7.6%;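 also: 0% = cells with vehicle only and 100% = reference agonist; strong numbers were not always called active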
# OPRM1-OPRD1 ag: agonists of OPRM1-OPRD1 heterodimerization, primary screen, cell-based, luminescence; Mu-type opioid receptor (Homo sapiens) + Delta-type opioid receptor (Homo sapiens), …; cells; activation, % at 9.3 µM; 340,000 tested, 0.3% active; in the data active = activation above about 18%;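 also: 0% = vehicle-treated cells and 100% = reference agonist; values of inactives mirror those of a sister screen read the other way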
# Arrestin-AP2 inh: inhibitors of beta-arrestin/AP2 binding, primary screen, biochemical, GPCR trafficking, flow cytometry. inhibition, % at 10 µM. 340,000 tested, 0.31% active. beta-arrestin 1 C-terminal peptide binding to AP2 beta2-adaptin appendage (human). FITC-arrestin peptide / GST-AP2 beads; AP2 beta2 appendage carries R879A mutation;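 active = inhibition above a set limit, near 3 SD of compounds lacking own fluorescence, cut at about 54% in these data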;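 also: plate controls were DMSO wells for no effect and 5 µM unlabelled arrestin peptide for full effect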
#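 Test system: GST-tagged AP2 beta2-adaptin appendage (R879A) on 4 µm glutathione beads; also added: fluorescein-tagged arrestin peptide at 50 nM final; timing: 12 min plus 1 h, RT; signal: flow cytometry, FL1 (488/535 nm); read-out: percent drop in bead-associated FITC signal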
# MOR-DOR inv ag: inverse agonists of MOR-DOR heterodimerization, primary screen, cell-based, luminescence; Mu-type opioid receptor (Homo sapiens) + Delta-type opioid receptor (Homo sapiens), …; cell-based MOR-DOR heterodimer luminescence, inverse agonism; inhibition, % at 9.3 µM; 340,000 tested, 0.21% active; AID 504357, 2011; in the data active = inhibition above about 22%, passing the limit was not always enough;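 also: 0% = cells with DMSO and 100% = wells without cells with DMSO; values of inactives mirror those of a sister screen read the other way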
# * marks the source's active call; other numbers are inactive results; nt = no result given.
SMILES,V-ATPase pH,PKA-R1A act,DSG3 Ab inh,DAGLB inh,PKA-R2B act,HTR5A inv ag,HTR5A ag ctr,OPRM1-OPRD1 ag,Arrestin-AP2 inh,MOR-DOR inv ag
COc1ccc(N(Cc2cc3cccc(C)c3[nH]c2=O)C(=O)C2CCCO2)cc1 (stereo unspecified),-1,-10,95,0,-4,32,-1,-2.1,-19,11
Cc1[nH]n(-c2ccccc2)c(=O)c1C=Nc1cnc2ccccc2c1,-1,-2,107,-3,-15,10,-4,-1.6,0,8
NC(=O)CSc1nnc(-c2ccc(S(=O)(=O)N3CCCC3)cc2)o1,4,-9,102,-2,-6,0,-1,-0.5,-9,3
CC(=O)Nc1ccc(S(=O)(=O)N2CCCCC2c2cccnc2)cc1 (stereo unspecified),-2,10,101,-1,4,12,1,-1.3,2,7
CC(=O)NCCCOc1ccc([N+](=O)[O-])cc1Cl,-3,12,92,0,2,-4,1,0.2,17,-1
CC(C)OCCCNC(=O)c1ccc(C2SCC(=O)N2Cc2ccco2)cc1 (stereo unspecified),3,5,116,3,7,17,-1,2.4,-43,-12
CCCC(c1nnnn1CS(=O)(=O)c1ccc(C)cc1)N1CCC(C(N)=O)CC1 (stereo unspecified),0,2,nt,-1,-13,4,-2,2.8,0,-21
CC1C(=O)N(Cc2cn(Cc3ccco3)nn2)CCS(=O)(=O)N1Cc1ccc(-c2cccc(N(C)C)c2)cc1 (stereo unspecified),0,-4,98,0,5,nt,nt,nt,nt,nt
Cc1csc2c(N3CCN(C(=O)c4ccc(C(C)(C)C)cc4)CC3)ncnc12,-8,3,113,-2,-20,-6,8,3.1,3,-17
Cc1nc2c(oc3ccc(Cl)cc32)c(=O)[nH]1,2,0,96,0,0,4,-2,-1.2,-7,7
O=C(CN1CCOCC1)Nc1cccc([N+](=O)[O-])c1,2,-3,99,-6,-4,-7,0,-1.8,10,9
CC(NC(=O)Nc1ccc(F)cc1F)c1ccc2c(c1)OCO2 (stereo unspecified),5,-2,nt,0,4,-20,4,0.4,-2,-2
CCc1cccc(CC)c1NC(=S)NCCc1c(C)[nH]c2ccccc12,4,-2,98,5,1,-8,3,-0.8,5,4
OCCN1CCN(CCCN2c3ccccc3CCc3ccccc32)CC1,0,7,98,1,-4,nt,nt,nt,nt,nt
O=C(O)c1ccccc1C(=O)NCCc1ccc(Cl)cc1,-1,-16,101,0,-3,13,-5,-1.7,8,9
N#C/C(=C\c1cccc([N+](=O)[O-])c1)C(=O)Nc1cccnc1,-1,-11,114,2,4,22,-3,-0.5,38,2
CNC(=S)N/N=C(\C)c1cccc(C(F)(F)F)c1,-1,0,99,-3,6,2,-5,-1.0,7,5
Cc1ccc2c(c1)CCCN2C(=O)c1ccco1,2,-3,nt,-1,-5,11,-1,-1.6,21,9
Cc1ccccc1C(=O)c1cccn1CC(=O)NCc1ccc(F)cc1,0,2,nt,-3,2,-4,6,0.9,-8,-5
CCOC(=O)c1nn(-c2cccc(Cl)c2)c2nc(CC(C)C)c(C#N)c(=O)n12,1,-7,102,-4,-3,-10,3,2.9,0,-15

# Whole records from above.
# `CCCC(c1nnnn1CS(=O)(=O)c1ccc(C)cc1)N1CCC(C(N)=O)CC1` (stereo unspecified) in the list: V-ATPase pH: 0; PKA-R1A act: 2; DSG3 Ab inh: nt; DAGLB inh: -1; PKA-R2B act: -13; HTR5A inv ag: 4; HTR5A ag ctr: -2; OPRM1-OPRD1 ag: 2.8; Arrestin-AP2 inh: 0; MOR-DOR inv ag: -21
# `O=C(CN1CCOCC1)Nc1cccc([N+](=O)[O-])c1` in the list: V-ATPase pH: 2; PKA-R1A act: -3; DSG3 Ab inh: 99; DAGLB inh: -6; PKA-R2B act: -4; HTR5A inv ag: -7; HTR5A ag ctr: 0; OPRM1-OPRD1 ag: -1.8; Arrestin-AP2 inh: 10; MOR-DOR inv ag: 9

# Additional records follow.
SMILES,V-ATPase pH,PKA-R1A act,DSG3 Ab inh,DAGLB inh,PKA-R2B act,HTR5A inv ag,HTR5A ag ctr,OPRM1-OPRD1 ag,Arrestin-AP2 inh,MOR-DOR inv ag
C=CCn1c(COc2cc(C)ccc2C(C)C)nnc1SCC(=O)c1c(N)n(C)c(=O)n(C)c1=O,11,-6,100,2,4,11,-4,-0.1,-5,1
CCOC(=O)CSC1=Nc2ccccc2C2=NC(CC(=O)NCc3ccc(OC)cc3)C(=O)N12 (stereo unspecified),-3,-8,105,-2,4,4,-3,-3.3,18,20
CCc1nn(CC(=O)NCCc2ccc(Cl)cc2)c(=O)c2cccn12,-7,3,101,-1,3,-4,5,0.1,-4,-1
COc1ccc(Cl)cc1C(=O)NNC(=S)NC(=O)c1cc(-c2ccccc2)nc2ccccc12,-2,-3,106,-2,-7,-11,-3,-3.4,-4,20
Cn1nc(-c2ccc(C(=O)Nc3cccc(Cl)c3)cc2)c2ccccc2c1=O,-6,-1,90,0,-5,-5,1,6.6,31,-34
Cc1cccc2cc(COC(=O)C3CCCCC3)c(=O)[nH]c12,-2,1,-4.6*,-1,12,-3,1,0.8,-4,-5
Clc1ccc(-c2cc(COc3ccccc3)on2)cc1,2,-1,99,-29,-6,-5,2,0.7,9,-3
CCn1cc(C(=O)NCC2CCCO2)c(=O)c2cc(S(=O)(=O)N(C)C3CCCCC3)ccc21 (stereo unspecified),-2,6,107,-3,9,-1,0,0.6,4,-3
Cc1csc(NC(=O)c2nc3nc(C)cc(C)n3n2)n1,-4,9,102,0,3,-5,-1,-0.8,-1,5
OCCCn1c(CCCNc2nc(-c3cccc(Br)c3)cs2)nc2cc(Cl)c(N3CCCCC3)cc21,3,18,110,5,-1,-3,3,-1.6,-8,9
Cc1ccc(F)cc1NC(=O)/C=C/c1ccc(S(=O)(=O)N2CCOCC2)cc1,2,6,116,0,-2,9,-2,-0.4,12,2
COc1cccc(NC(=O)N[C@@H](Cc2ccccc2)C(=O)O)c1,5,6,107,-1,9,-10,1,-2.1,-20,12
C=CCc1ccccc1OCC(O)CNC1CCCC1 (stereo unspecified),1,-10,102,0,-4,9,1,0.6,-9,-3
Fc1ccccc1CSc1nnc(-c2cnccn2)n1Cc1ccco1,0,-1,109,1,-7,-20,0,-3.2,-2,17
COCC(C)NC(=S)N1CCN(c2ccccc2Cl)CC1 (stereo unspecified),2,1,104,-4,2,0,0,-3.1,36,14
O=C(COC(=O)Cc1cccs1)NCc1ccc(F)cc1,2,0,96,2,5,-13,-1,-2.1,-6,11
CN(C)CCCN1C(=O)C(=O)/C(=C(/O)c2ccncc2)C1c1cccc(Br)c1 (stereo unspecified),nt,-9,98,1,-4,20,-3,-1.7,-48,10
CNCC(O)Cn1c(C(F)(F)F)nc2ccccc21 (stereo unspecified),-1,0,83,-1,-1,2,-2,0.5,51,-3
CC(=O)c1cccc(NC(=O)N2CCC(c3nnc(SCC(N)=O)n3C)CC2)c1,5,9,101,-4,4,7,4,-1.4,-7,8
O=c1nc(Oc2ccccc2)nc2ncccn12,1,3,100,1,-6,nt,nt,nt,nt,nt

# A portion of the results above, as a working copy:
SMILES,V-ATPase pH,PKA-R1A act,DSG3 Ab inh,DAGLB inh,PKA-R2B act,HTR5A inv ag,HTR5A ag ctr,OPRM1-OPRD1 ag,Arrestin-AP2 inh,MOR-DOR inv ag
COCC(C)NC(=S)N1CCN(c2ccccc2Cl)CC1 (stereo unspecified),2,1,104,-4,2,0,0,-3.1,36,14
O=C(COC(=O)Cc1cccs1)NCc1ccc(F)cc1,2,0,96,2,5,-13,-1,-2.1,-6,11
CN(C)CCCN1C(=O)C(=O)/C(=C(/O)c2ccncc2)C1c1cccc(Br)c1 (stereo unspecified),nt,-9,98,1,-4,20,-3,-1.7,-48,10
CNCC(O)Cn1c(C(F)(F)F)nc2ccccc21 (stereo unspecified),-1,0,83,-1,-1,2,-2,0.5,51,-3

# The list continues.
SMILES,V-ATPase pH,PKA-R1A act,DSG3 Ab inh,DAGLB inh,PKA-R2B act,HTR5A inv ag,HTR5A ag ctr,OPRM1-OPRD1 ag,Arrestin-AP2 inh,MOR-DOR inv ag
O=C1C=C(c2ccc(OC(F)(F)F)cc2)C[C@@H](c2ccc(Cl)cc2)C1,-3,-5,96,-13,-5,-9,3,1.4,8,-8
O=C(Nc1ccccc1)C1=C[C@@H](c2coc3ccccc3c2=O)C[C@@H](OCCCCO)O1,-3,8,103,-1,1,0,0,1.0,9,-6
CC(C)(C)C(=O)NCCc1nc(-c2ccccc2)no1,-2,11,111,-1,-10,-1,7,-0.8,16,5
O=C1/C(=C/c2cccc3ccccc23)CCCc2ccccc21,2,-12,94,-19,-10,-10,-1,7.7,2,-43
CC1C(=O)N2CCCc3cc(S(=O)(=O)NCc4ccccc4Cl)cc1c32 (stereo unspecified),-2,-2,nt,0,3,6,-2,-1.6,-1,8
CC(C)Sc1ncnc2c1oc1ccccc12,1,2,100,-2,8,-19,-4,-1.2,9,6
COc1ccc(C2CC(=O)c3cnn(-c4nc(C)cc(C)n4)c3C2)cc1 (stereo unspecified),0,-9,102,-1,-7,-1,2,-3.0,-35,15
CCOC(=O)c1cc(S(=O)(=O)NCC2CCN(Cc3cccc(C)c3)CC2)cn1C,-1,-6,nt,-2,-5,-5,3,-0.5,19,2
COc1cccc(NC(=O)Cc2cn(C)c3ccccc23)c1,3,-1,99,-7,2,-4,-4,-2.3,25,10
Brc1ccc(CNCc2cccs2)cc1,2,10,124,-4,-6,-20,-5,1.2,14,-7
CC(C)N1CCN(Cc2cccs2)CC1CCO (stereo unspecified),-2,-2,82,2,-4,12,-1,2.6,-1,-13
Nc1cc(Cl)cc2c1-c1ccc(Cl)cc1C2,0,1,114,9,-1,4,-1,2.3,10,-12
Cc1cccc(C)c1NC(=O)CNC(=O)c1c(-c2ccccc2)noc1C,3,-3,97,-1,-4,13,-5,-1.7,7,7
C=CCOc1cccc(C2C(C(=O)c3ccc(C)o3)=C(O)C(=O)N2CCN2CCOCC2)c1 (stereo unspecified),nt,1,102,1,2,nt,nt,nt,nt,nt

# With a hit mark in DSG3 Ab inh (from the list above):
smiles | V-ATPase pH | PKA-R1A act | DSG3 Ab inh | DAGLB inh | PKA-R2B act | OPRM1-OPRD1 ag | Arrestin-AP2 inh | MOR-DOR inv ag
Cc1cccc2cc(COC(=O)C3CCCCC3)c(=O)[nH]c12 | -2 | 1 | -4.6* | -1 | 12 | 0.8 | -4 | -5
